Screening data as filed in PubChem.
NOD1 NF-kB reporter: NOD1 signaling inhibitors, primary screen, cell-based, luminescence, uHTS (AID 1578) | inhibition, % at 4 µM, or EC50 in µM where a hit was titrated | NOD1-driven NF-kB luciferase reporter cells, luminescence; higher % means a stronger effect | actives 1% (n = 290,000); in the data active means inhibition mostly above about 36%, no sharp cut-off; inactive means mostly below about 34%;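 further: HEK-293T reporter cells stimulated with the NOD1 agonist gamma-tri-DAP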
HIV peptide binding: cell-free HIV fusion peptide-binding blockers – biochemical, uHTS, fluorescence dequenching, primary screen (AID 1986); cell-free peptide binding, fluorescence dequenching, 30 min; higher % means a stronger effect; inhibition, % at 20 µM; hits with a dose series show IC50 in µM; actives 0.3% (n = 290,000); in the data active means inhibition mostly above about 52%, no sharp cut-off; inactive means mostly below about 76%; further: some results filed as inactive read as strong as hits
KOR beta-arrestin-1: kappa opioid receptor activators – cell-based, luminescence, uHTS, primary screen (AID 1777). KOR beta-arrestin recruitment, luminescence; higher % means a stronger effect. activation, % at 10 µM, or EC50 in µM where a hit was titrated. actives 0.02% (n = 280,000); in the data active means activation above about 50%, passing the limit was not always enough; further: a part of the inactive calls stands beside numbers as strong as those of hits
LYP inhibition: PTPN22 lymphoid phosphatase activity blockers – biochemical, fluorescence intensity, uHTS (AID 1779) | recombinant LYP phosphatase, fluorescence intensity; higher % means a stronger effect | inhibition, % at 11.5 µM; hits with a dose series show IC50 in µM | actives 0.054% (n = 290,000);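 further: plate controls were vehicle with enzyme for no effect and no enzyme for full effect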
Myeloid diff 2: compounds promoting myeloid differentiation | actives 1% (n = 360,000) | calls only at 10 µM | AID 624256 | ER-HoxA9 myeloid progenitors, lysozyme-GFP differentiation, flow cytometry;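 active means normalized GFP-positive differentiation at or above the plate's own cutoff, the solvent-only control mean plus 3 SD; inconclusive means no clear call, values can overlap the other calls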;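 further: cells exposed to compound for four days before flow analysis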
SIAH1 antagonists: Siah-1 peptide-binding antagonists, primary screen, biochemical, fluorescence polarization, rhodamine-plectin, uHTS (AID 1817); Siah-1 / rhodamine-plectin peptide fluorescence polarization; higher % means a stronger effect; displacement, % at 20 µM, or IC50 in µM where a hit was titrated; actives 0.02% (n = 290,000);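 active means displacement of at least 50% at 20 µM, with a fluorescence ratio check between 0.3 and a set limit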;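 further: plate controls were Siah plus tracer with DMSO for no effect and tracer alone without Siah for full effect; strong numbers were not always called active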
PhoP inhibition: PhoP-dependent GFP reporter repression – Salmonella Typhimurium, primary screen (AID 1863) | S. Typhimurium PhoP-regulated promoter GFP reporter, 4 h; higher % means a stronger effect | actives 0.16% (n = 300,000) | inhibition, % at 50 µM; hits with a dose series show IC50 in µM;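 active means inhibition over 29.93%, a cutoff 3 SD above the screen mean, later confirmed by dose response; inconclusive means inhibition over 29.93% but no dose response follow-up; inactive means inhibition at most 29.93% or unconfirmed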;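 further: 0% = low Mg2+ inducing control and 100% = high Mg2+ repressing control; strong numbers were not always called active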
KOR beta-arrestin-2: kappa opioid receptor blockers – cell-based, luminescence, uHTS (AID 1778) | KOR beta-arrestin recruitment, luminescence, antagonist mode; higher % means a stronger effect | inhibition, % at 10 µM, or IC50 in µM where a hit was titrated | actives 0.091% (n = 290,000); further: strong numbers were not always called active
HEK293 NOD2/NF-kB: inhibition of NOD2-driven NF-kB reporter – cell-based, luminescence, uHTS, HEK293 (AID 1566) | one-dose inhibition, % at 4 µM; EC50 in µM for titrated hits | HEK293 NOD2/NF-kB luciferase reporter, luminescence; higher % means a stronger effect | actives 0.63% (n = 290,000); further: many of its hits are not listed in these tables
Myeloid diff 2 GFP+ MAC1+ %: also measured in Myeloid diff 2; calls as there; GFP+ MAC1+ double positive, %; measured here: differentiation confirmed by MAC1 staining
* marks the source's active call; other numbers are inactive results; i = inactive; u = inconclusive; x = not tested or not shown; [ ] = dose if it differs, or a comment. Unless noted, no stated cut-off is given here; in the data, active means inhibition above about 50%; inactive means the rest.

SMILES	NOD1 NF-kB reporter	HIV peptide binding	KOR beta-arrestin-1	LYP inhibition	Myeloid diff 2	Myeloid diff 2 GFP+ MAC1+ %	SIAH1 antagonists	PhoP inhibition	KOR beta-arrestin-2	HEK293 NOD2/NF-kB
O=C(CSc1nc2c(sc3ccccc32)c(=O)n1-c1ccccc1)NCc1ccco1	4%	-1.1%	0.0%	-6%	i	0.0	-3%	-8%	9%	5%
COc1ccc2c(c1)SC1=NCCS(=O)(=O)N12	7%	2.3%	7.6%	-5%	i	3.8	-1%	9%	11%	4%
Cc1noc(C)c1C(=O)OCC(=O)NC(=O)NC12CC3CC(CC(C3)C1)C2	1%	-0.3%	-10%	-3%	i	1.4	2%	16%	-36%	11%
Cc1ccc(C(OCC(O)CNC(C)c2ccccc2)c2ccccc2)cc1 (stereo not drawn)	-37%	2.2%	-6.8%	-2%	i	0.3	1%	-5%	-22%	-2%
CCCn1c(C)cc(/C=C(\C#N)C(=O)O)c1C	-15%	1.8%	-4.0%	-3%	i	0.5	2%	-19%	2%	-23%
O=C(CCc1ccc(S(=O)(=O)NCc2ccccc2)cc1)NCc1cccnc1	-18%	1.8%	-0.8%	-2%	i	0.1	-2%	-8%	-3%	5%
COc1ccc2c([N+](=O)[O-])c(Cl)[nH]c2c1	-14%	-3.0%	-1.6%	-7%	i	0.5	0%	5%	5%	14%
CSc1nc(O)c(Cc2ccccc2)c(=O)[nH]1	18%	-2.5%	5.3%	-6%	i	6.8	-3%	-27%	-16%	11%
COc1ccc(-c2c(NC(=O)c3ccco3)n(-c3ccc(C)cc3)nc(C)c2=O)cc1	9%	-0.1%	2.6%	-8%	i	0.1	-6%	-9%	-37%	-18%
COc1cc(/C=N/NC(=O)c2ccc(F)cc2)ccc1OC(=O)c1ccco1	-3%	-0.9%	0.1%	-2%	i	0.0	-2%	-1%	-31%	9%
S=c1[nH]nc(CCc2nc3ccccc3[nH]2)n1-c1ccccc1	-35%	-0.2%	x	-4%	i	0.7	4%	-10%	-38%[20 µM]	-3%
CCCNC(=O)c1ccc(CNc2c(N3CCC(C(=O)OCC)CC3)c(=O)c2=O)cc1	-11%	1.4%	-3.5%	-12%	i	0.7	0%	-16%	6%	24%
CCOc1ccc(-c2c(C(=O)N/N=C/c3ccc(Cl)cc3)nnn2-c2nonc2N)cc1	-4%	1.0%	-4.6%	-5%	i	1.4	7%	-8%	-11%	2%
Cc1cc(=O)n2[nH]c(-c3ccccc3Cl)cc2n1	-27%	-1.6%	-3.8%	-6%	i	0.4	1%	-8%	4%	-3%
COC(=O)C1C2C=CC3(CN(C(C)C)C(=O)C13)O2 (stereo not drawn)	-10%	0.6%	-3.6%	-13%	i	1.1	3%	-3%	13%	0%
Cc1ccc(N(C(=O)c2snc(C(N)=O)c2N)C(C(=O)NCc2ccccc2)c2ccncc2)c(C)c1 (stereo not drawn)	-10%	0.0%	-3.4%	-9%	i	3.8	-2%	8%	2%	6%
Cc1ccc(/C([O-])=C(/C(=S)NCc2ccc3c(c2)OCO3)[n+]2ccc(N(C)C)cc2)c(C)c1	-18%	-1.0%	0.9%	1%	i	0.4	11%	-8%	18%	0%
CCOC(=O)C(C)Oc1ccc2c(C)cc(=O)oc2c1C(C)=O (stereo not drawn)	-8%	-1.0%	3.2%	6%	i	1.1	1%	13%	-45%	9%
Cc1cc(C)n(CCCN2C(=O)c3cccc4cccc(c34)C2=O)n1	-28%	-0.7%	-4.6%	-5%	i	0.4	1%	1%	13%[20 µM]	13%
O=[N+]([O-])c1ccccc1S(=O)(=O)NCc1ccc(F)cc1	-18%	2.3%	x	-7%	i	0.4	3%	2%	-12%[20 µM]	3%
COc1ccc(CNC(=O)/C=C/c2cc([N+](=O)[O-])ccc2OC(F)F)cc1OC	6%	-0.9%	-1.7%	-5%	u	x	3%	-4%	-1%	1%
Cc1ccc(SCC(=O)NCCN2C(=O)CSC2=O)c(C)c1	-23%	0.5%	-4.8%	-2%	i	1.7	13%	-7%	3%	11%
COn1c(SCc2cccc(Cl)c2)nc2ccccc2c1=O	14%	-0.8%	4.9%	7%	i	1.6	0%	-2%	-13%	16%
CCOC(=O)C1CCN(S(=O)(=O)c2c(C)[nH]c(C)c2C(=O)N2CCCC2)CC1	3%	-1.6%	-1.2%	-10%	i	1.1	-2%	-2%	-5%	-20%
COc1ccccc1NC(=O)/C(C#N)=C/c1ccncc1	-19%	-0.2%	-0.1%	-6%	i	1.0	-2%	3%	-19%	17%
Fc1cccc(Cl)c1C1Nc2cccc3cccc(c23)N1	-36%	41%	2.4%	-6%	i	0.5	32%	3%	8%	-5%
O=C(CCN1C(=O)C2C3C=CC(C3)C2C1=O)N1CC(=O)N(CCc2ccccc2)C(=O)C1 (stereo not drawn)	-14%	0.7%	-2.3%	-8%	i	0.7	2%	-4%	-32%	1%
CNC(=O)NC(=O)C(OC(=O)Cc1cccc(C(F)(F)F)c1)c1ccccc1 (stereo not drawn)	2%	-0.7%	1.2%	-8%	i	0.6	-4%	3%	14%	-17%
COc1ccc(N2CCN(C(=O)c3ccc(CNS(=O)(=O)c4cc(C)ccc4C)cc3)CC2)cc1	-19%	-2.2%	4.5%	0%	i	0.0	6%	5%	-12%	30%
CN(CC(=O)Nc1ccccc1C(F)(F)F)C(=O)Cc1ccccc1F	-34%	-0.6%	1.0%	-11%	i	0.3	4%	2%	-24%	-10%
S=c1[nH]nc([C@@H]2C[C@H]2c2ccccc2)n1-c1ccccc1	-4%	1.5%	9.9%	-4%	i	0.6	4%	1%	8%	6%
COc1ccc(C=O)cc1Cn1cnc2c(cnn2C)c1=O	-36%	-2.9%	-4.3%	-3%	i	0.7	-5%	2%	-26%	-50%
CCn1c(COc2cc(C)cc(C)c2)nnc1SCC(=O)N1CCN(c2ccccc2)CC1	-17%	-3.3%	6.3%	-5%	i	11	-1%	-7%	-6%	6%
C=CCNC(=O)CN1C(=O)C2C3c4ccccc4C(c4ccccc43)C2C1=O (stereo not drawn)	-28%	0.6%	3.0%	-4%	i	0.5	0%	0%	-37%	-5%
COCCSc1nnc(NC(=O)c2ccc(NC(=O)C(C)C)cc2)s1	-63%	1.5%	0.1%	-6%	i	0.3	5%	-8%	-10%	10%
N#Cc1c(-c2ccco2)cc(-c2ccccc2)[nH]c1=O	-6%	51%	-1.2%	-4%	i	0.3	11%	-12%	6%	7%
Cc1ccc(/C=N/Nc2ccc(F)cc2F)s1	-2%	-1.6%	-3.3%	0%	i	0.5	0%	-2%	21%	-14%
O=C(CSc1nnc(COc2ccccc2)o1)N1CCN(c2ccccc2)CC1	-20%	-1.8%	-1.7%	-2%	i	12	16%	0%	-11%	-6%
Nc1c(C(=O)Nc2ccc(F)cc2)nnn1-c1cccc(C(F)(F)F)c1	-12%	1.5%	4.9%	-5%	i	0.9	6%	-7%	-33%	6%
CCc1ccc(NC(=O)Cn2cnc3sc(C)c(S(=O)(=O)N4CCOCC4)c3c2=O)cc1	-14%	-1.1%	-3.0%	-8%	i	0.0	8%	-8%	-18%	18%
O=C1CN(S(=O)(=O)c2cccc(C(=O)O)c2)c2ccccc2N1	-18%	-1.9%	-2.5%	-9%	u	x	-6%	3%	-24%	-3%
CC(/C=C/c1ccccc1)=N\NC(=S)NC(C)C	-20%	-0.6%	-4.6%	2%	i	0.2	-6%	4%	-18%	-51%
N#CCSc1nc2c(c(=O)n1Cc1ccco1)C1(CCCC1)Cc1ccccc1-2	-16%	-0.5%	-1.2%	-3%	i	0.6	-1%	x	23%	11%
COc1ccc(C(C)=O)cc1CN1C(=O)NC(c2ccccc2)(c2ccccc2)C1=O	8%	-1.5%	1.7%	-8%	i	0.7	-4%	2%	-12%	-27%
Cc1ccc2nc(-c3ccccc3)cc(C(=O)NCC3CCCO3)c2c1 (stereo not drawn)	-5%	-0.9%	0.8%	-8%	i	0.8	13%	-9%	24%	14%
O=C(NCc1cccs1)C1CCN(S(=O)(=O)N2CCCC2)CC1	-3%	-1.4%	1.5%	-1%	i	2.1	-3%	1%	-28%	7%
Cc1ccsc1C1Nc2ccc3ncccc3c2C2=C1C(=O)CCC2 (stereo not drawn)	-22%	1.0%	-2.5%	8%	i	0.2	2%	3%	6%	20%
N#Cc1sc2nc(-c3cccs3)cc(-c3ccc(Cl)cc3)c2c1N	-1%	18%	0.3%	-2%	i	1.4	7%	-11%	-3%	8%
O=S1(=O)C=CC(Sc2nc3ccccc3[nH]2)C1 (stereo not drawn)	-2%	-4.3%	3.8%	-10%	i	0.4	4%	-8%	-2%	8%
CCCCN(C)S(=O)(=O)c1ccc(C(=O)N=c2sc3cc(NC(C)=O)ccc3n2C)cc1	-22%	0.2%	-3.4%	-8%	i	0.7	-3%	5%	18%	6%

Some of the entries above, reformatted.
compound | NOD1 NF-kB reporter | HIV peptide binding | KOR beta-arrestin-1 | LYP inhibition | Myeloid diff 2 | Myeloid diff 2 GFP+ MAC1+ % | SIAH1 antagonists | PhoP inhibition | KOR beta-arrestin-2 | HEK293 NOD2/NF-kB
O=C1CN(S(=O)(=O)c2cccc(C(=O)O)c2)c2ccccc2N1 | -18% | -1.9% | -2.5% | -9% | u | x | -6% | 3% | -24% | -3%
CC(/C=C/c1ccccc1)=N\NC(=S)NC(C)C | -20% | -0.6% | -4.6% | 2% | i | 0.2 | -6% | 4% | -18% | -51%
N#CCSc1nc2c(c(=O)n1Cc1ccco1)C1(CCCC1)Cc1ccccc1-2 | -16% | -0.5% | -1.2% | -3% | i | 0.6 | -1% | x | 23% | 11%
COc1ccc(C(C)=O)cc1CN1C(=O)NC(c2ccccc2)(c2ccccc2)C1=O | 8% | -1.5% | 1.7% | -8% | i | 0.7 | -4% | 2% | -12% | -27%

New compounds follow.
SMILES	NOD1 NF-kB reporter	HIV peptide binding	KOR beta-arrestin-1	LYP inhibition	Myeloid diff 2	Myeloid diff 2 GFP+ MAC1+ %	SIAH1 antagonists	PhoP inhibition	KOR beta-arrestin-2	HEK293 NOD2/NF-kB
CCC1CCCN1Cn1cnc2c([nH]c3ccc(C)cc32)c1=O (stereo not drawn)	40%	1.0%	1.9%	-10%	i	0.1	-4%	3%	5%	6%
CCc1ccc(C2CC(=O)Nc3c2c(=O)nc2c(C)cccn32)cc1 (stereo not drawn)	-33%	-1.4%	-3.6%	4%	i	0.4	-4%	-4%	-29%	21%
COc1ccc(NC(=O)Nc2ccc(Cc3ccncc3)cc2)cc1OC	-10%	13%	5.0%	-7%	i	2.6	-1%	6%	-28%	-4%
CC1=C([N+](=O)[O-])C(c2ccccc2Cl)NC(=O)N1C (stereo not drawn)	-14%	1.2%	-2.8%	-7%	i	0.6	20%	1%	-33%[20 µM]	14%
CCc1c(-c2ccccc2)[n+](=O)c2c(n1[O-])CCC2	-2%	-0.1%	0.9%	-3%	i	1.0	4%	-3%	12%	21%
CC(NC(=O)C(c1ccccc1)c1ccccc1)C(=O)O (stereo not drawn)	-15%	-2.5%	-3.3%	1%	i	8.7	1%	-1%	-9%	15%

These rows are one share of the data; the hit share may differ from the screen's.
